Screens from PubChem BioAssay.
TAG inh = inhibitors of triacylglycerol accumulation, primary screen, cell-based, uHTS, fluorescence, H9c2 | H9c2 cells, Nile Red lipid (TAG) fluorescence; cells loaded with 200 µM oleic acid | inhibition, % at 12.5 µM | hit rate 0.66% among 230,000;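 active = pattern-corrected inhibition of lipid staining of at least 50% with the nuclear-stain viability signal not falling by more than 50%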;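 note: 0% = DMSO wells and 100% = triacsin C control wells; some results filed as inactive read as strong as hits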
TAG inh DAPI viability = recorded beside TAG inh, whose call it bears; DAPI nuclei signal change (viability), lower = more cytotoxic, %;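 whole-well DAPI fluorescence read on a plate reader as a viability signal; minus 50 percent equals half of cells still viable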
Active calls of the source: *; & = joins results of further samples. An excerpt. The share of hits here may be higher or lower than overall.

SMILES	TAG inh	TAG inh DAPI viability
COc1cccc(/C=C/C(=O)OCC(=O)Nc2cccc(S(=O)(=O)N3CCOCC3)c2)c1OC	9	0
CN1C(=O)c2cccc3c(S(=O)(=O)Nc4ccccn4)ccc1c23	29	8
Cn1nnnc1NN=Cc1ccccc1	4	0
COc1cc2c(cc1OC)C(c1cccs1)N(C(=O)c1cccnc1)CC2 (stereo unspecified)	39	-32
Cc1ccc2[nH]c3c(c2c1)CN(C(=O)CN1CC(C)OC(C)C1)CC3 (stereo unspecified)	-2	-3
O=C(NCCc1ccccc1)c1ccc(S(=O)(=O)N2CCCC2)cc1	-7	-2
O=c1cc(-c2ccccc2)nc(SCc2ccc(Cl)cc2)[nH]1	-2	1
O=C1NCCN/C1=C\C(=O)c1cccc(Br)c1	-5	-1
COc1ccc(/C=N/n2cnnc2)cc1Br	1	-1
O=C(NC1CCCCC1)C1CCCN1S(=O)(=O)c1cccc2nsnc12 (stereo unspecified)	-5	-8
O=C(CN1C(=O)NC2(CCc3ccccc32)C1=O)c1ccccc1 (stereo unspecified)	9	-1
CC(C)c1cc(C(=O)Nc2cccc(C(F)(F)F)c2)no1	-4	4
O=C(Cn1nnc2ccccc2c1=O)Nc1cccc(S(=O)(=O)N2CCOCC2)c1	-6	13
CSCCC(NC(=O)c1ccccc1Cl)C(=O)NC1CCN(Cc2ccccc2)CC1 (stereo unspecified)	-11	1
COc1ccccc1NC(=O)Nc1nc(C(N)Cc2ccccc2)cs1 (stereo unspecified)	38	-9
Cc1cccc(NC(=O)c2cc(NC(=O)c3ccccc3)ccc2N2CCCCC2)c1	46	-2
COc1ccc(C(=O)OCC(=O)Nc2ncc([N+](=O)[O-])s2)cc1OC	-3	-3
CCOC(=O)N1CCN(S(=O)(=O)c2ccc3[nH]cc(C(=O)O)c(=O)c3c2)CC1	2	-4
COc1cc(C(=O)N/N=C(\Cc2ncc[nH]2)c2ccccc2)cc(OC)c1OC	-2	-22
CCCOc1ccccc1/C=N/NC(=O)C1CC1	12	-5
Cc1nn(-c2ccccc2)c(C)c1/C=N/N1CCN(c2ccccn2)CC1	-5	-2
Cc1cc(Br)ccc1SCC(=O)OCC(=O)NCc1ccco1	14	-5
O=S(=O)(c1ccccc1)N1CCN(c2nnc(-c3ccccc3)c3ccccc23)CC1	0	1
O=S(=O)(NCCc1ccc(F)cc1)c1cc(C(F)(F)F)ccc1Br	-31	7
NCCCNC(=S)NCCCN(Cc1ccc(Cl)cc1)c1ccc(Br)cn1	33	-14
Cn1c(CSCc2ccc(F)cc2)nnc1SCC(=O)Nc1nccs1	7	-2
O=C(CN1CCCC1)NN=C(c1ccccc1)c1ccccc1	8	-1
Cc1cccc(C)c1NC1=NCCCCC1	-12	-6
CSCC(=O)N1CCCC(N2CCN(c3ccc(F)cc3)CC2)C1 (stereo unspecified)	-5	4
CC1=C/C(=N\NC(=S)Nc2cccnc2)CC(C)(C)C1	53*	-44*
C/C(=N/NC(=O)c1ccc(C)s1)c1cccc(NC(=O)COc2ccc(Cl)cc2C)c1	-1	3
CNC(=O)c1cc2ccc(OC)cc2oc1=O	19	-2
O=C1/C(=C/c2ccco2)SC(=S)N1c1cccnc1	7	-4
Cc1cc(=O)n2c(-c3ccccc3C)n[nH]c2n1	6	-7
Cc1cccc(C)c1NC(=O)c1cc(S(=O)(=O)N2CCc3ccccc32)cn1C	-8	1
CC1(C)CCC(C)(C)NC(=S)N1	-4&-5	0&14
CCOc1ccc(-n2c(N)c(C(=O)NCc3cccnc3)sc2=S)cc1	29	-19
FC(F)(F)c1cnc(NNC(=S)Nc2ccccc2)c(Cl)c1	-20	10
CC1=NN(C(N)=S)C(=O)C1N=Nc1ccc(Cl)cc1Cl (stereo unspecified)	-3	-4
c1cc(CNCCCN2CCOCC2)ccn1	23	-2
Cc1ccc(C(=O)C(C)Oc2cccc(NC(=O)c3ccco3)c2)cc1 (stereo unspecified)	-2	-8
COc1ccc(N2C(S)=C(C#N)C(=O)NC2c2ccco2)cc1 (stereo unspecified)	-10	7
O=C(Nc1ccc2oc(-c3ccc(Cl)c(Cl)c3)nc2c1)c1ncn[nH]1	28	2
CC(=O)Nc1ccc(NC(=O)c2ccc(-c3ccccc3Cl)o2)cc1	-2	7
O=C(NCC1CCCO1)c1ccc(Cl)c(S(=O)(=O)Nc2ccccc2)c1 (stereo unspecified)	-5	5
O=c1nc2ccccc2c2n1CC(CN1CCN(c3ccccc3F)CC1)N2 (stereo unspecified)	3	16
COC(=O)/C=c1\sc2ncnn2c1=O	0	-11
C/C(=N\Nc1ccccn1)c1ccc2c(c1)OCO2	4	4
CCOc1cc(/C=N/Nc2nncc(-c3ccccc3)n2)ccc1O	2	7
COc1ccc(N2CCN(C(=O)c3cccc(S(=O)(=O)N4CCOCC4)c3)CC2)cc1	-1	4
COC(=O)c1ccc(N2CCS(=O)(=O)CC2)cc1	19	-1
COc1ccc(CCC(=O)NCCS(=O)(=O)N2CCN(c3ccc(F)cc3)CC2)cc1	8	-5
O=C(NCCc1ccccc1)c1ccc(=O)oc1	9	3
COc1ccc(C(=O)Cc2cnn(-c3ccccc3)c2)c(O)c1	2	-6
Cc1nc(-c2cccc(Br)c2)ccc1C(=O)O	-7	9
O=C(O)/C(=C\c1ccc2ccccc2c1)c1cccc2ccccc12	5	8
O=c1ccnc(SCCC(F)=C(F)F)[nH]1	11	12
Cc1ccc(S(=O)(=O)NCC(=O)OCc2csc(CC(=O)Nc3ccccc3C)n2)cc1C	-1	-5
Fc1cc2nc(-c3ccncc3)[nH]c2cc1F	5	-4
Cc1cc2cc(CNC(=O)c3ccco3)ccc2n1C	-11	-1

The listing continues:
SMILES	TAG inh	TAG inh DAPI viability
O=C(COC(=O)c1cnc(Cl)c(Cl)c1)NC1CCCCCC1	9	-12
O=C(COc1ccccc1F)Nc1nc(-c2ccccn2)cs1	1	1
CCOC(=O)c1nnn(CC(=O)Nc2cc(F)ccc2F)c1C(=O)OCC	0	-1
OCc1cn(-c2ccccc2)nc1-c1cccnc1	-2	-1
Cn1cnc(S(=O)(=O)Nc2ccc(OC(F)(F)F)cc2)c1	5	-8
CC1CN(S(=O)(=O)c2cc(C(=O)N(C)Cc3cccs3)ccc2Cl)CC(C)O1 (stereo unspecified)	-5	-9
O=C(COC(=O)CC(c1ccccc1)c1ccccc1)Nc1cccc(F)c1	2	-1
O=C(NNC(=O)c1cccs1)c1ccc2ccccc2c1	-7	4
CCNC(=S)Nc1c(C)n(C)n(-c2ccccc2)c1=O	20	0
CC1(C(=O)Nc2ccccc2)CCN1C(=O)C1(c2ccccc2)CC1 (stereo unspecified)	-14	-9
CCOc1ccc(-c2c(C(=O)N/N=C/c3ccc(C)cc3)nnn2-c2nonc2N)cc1	10	-7
COc1cc(/C=N/NC(=O)c2cccc(S(=O)(=O)N3CCCC3)c2)ccc1O	-2	-7
Cc1ccc(/C=N/NC(=O)CNC(=O)c2cccs2)cc1	3	-3
COc1ccc(NC(=O)CCCCCN2C(=O)c3cccc([N+](=O)[O-])c3C2=O)c(OC)c1	-6	2
CCOC(=O)c1c(NC(=O)COC(=O)c2c(C)noc2C)sc2c1CCC2	17	-3
Cc1cc(C)nc(SCC(=O)OCN2C(=O)c3ccccc3C2=O)n1	-8	4
Cc1ccc(-c2nc(NCCCN(C)C)c3ccccc3n2)cc1	17	9
CSc1ncc(S(=O)(=O)c2ccccc2)c(=O)[nH]1	-4	-4
CC(C)n1c(O)c(N=Nc2ccc(Cl)c(C(=O)O)c2)c2ccccc21	7	7
Cc1oc(-c2ccc3ccccc3c2)nc1CN(C)C(C)c1ccncn1 (stereo unspecified)	-16	8
COCCn1c(Sc2ccc(C)cc2)nc2c1c(=O)[nH]c(=O)n2C	-50	1
COc1ccc(S(=O)(=O)N2CCOCC2)cc1C(=O)NCc1ccccc1CN1CCCC1	0	-3
Cc1ccccc1NC(=S)NC(C)C(c1cccs1)N1CCOCC1 (stereo unspecified)	-5	-7
CC(OC(=O)c1ccc(Cl)nc1)C(=O)NC1CCCC1 (stereo unspecified)	-21	0
CC(NC(=O)c1ccco1)C(=O)N1CCN(c2cccc(C(F)(F)F)c2)CC1 (stereo unspecified)	-7	8
COc1ccc(C(=O)NCC(=O)OCc2ccccc2F)cc1	-7	-4
Cc1c(C(=O)OCC(=O)N(CC(C)C)c2c(N)n(Cc3ccccc3)c(=O)[nH]c2=O)oc2ccccc12	0	-13
CC[N+](C)(CC)CC(=O)OCC1C(C)C=C(C)CC1C (stereo unspecified)	-25	11
COc1ccc(C2C(C(=O)Nc3ccccn3)=C(C)Nc3ncnn32)c(OC)c1 (stereo unspecified)	9	-4
O=C(COC(=O)Cc1ccccc1[N+](=O)[O-])NCc1ccc(Cl)cc1	-8	4
S=C(Nc1ccccc1)Nc1ccc(Br)cc1	-14	2
O=C(Nc1nccs1)c1ccc(Br)c(S(=O)(=O)N2CCCC2)c1	-11	7
Cc1ccc(NC(=O)CSc2nnc(-c3cccnc3)n2CCN2CCCCC2)cc1	1	0
C/C(=N\Nc1cccc2cccnc12)c1ccc(N)cc1	-2	15
CCOC(=O)c1sc(NC(=O)c2ccc(S(=O)(=O)N(C)C)cc2)nc1C	20	-16
Cc1cc(C(=O)Nc2ccc(Cl)cc2)c(C)n1Cc1cccs1	-41	1
Cc1ccccc1NC(=O)COC(=O)CCSc1ccccc1	9	1
O=C1CC(N2CCc3ccccc32)C(=O)N1c1ccccc1 (stereo unspecified)	-1	-1
CCOC(=O)C(C(=O)NCc1ccc(C)cc1)c1ncc(C(F)(F)F)cc1Cl (stereo unspecified)	8	-1
CN1CCN(c2nc(Nc3cccc(C(F)(F)F)c3)nc(N3CCOCC3)n2)CC1	29	13
CCN(CCNC(=O)C1=C(C)C(=O)OC12CCC(C)CC2)c1ccccc1 (stereo unspecified)	1	-5
COc1ccc([N+](=O)[O-])cc1NC(=O)C(C)OC(=O)c1ccccn1 (stereo unspecified)	9	-8
O=C(OCc1ccccc1)N1CCCC2CC1c1ccccc12 (stereo unspecified)	-11	-4

Among those listed so far, these have fluorine:
SMILES	TAG inh	TAG inh DAPI viability
CC(C)c1cc(C(=O)Nc2cccc(C(F)(F)F)c2)no1	-4	4
O=S(=O)(NCCc1ccc(F)cc1)c1cc(C(F)(F)F)ccc1Br	-31	7
Cn1c(CSCc2ccc(F)cc2)nnc1SCC(=O)Nc1nccs1	7	-2
CSCC(=O)N1CCCC(N2CCN(c3ccc(F)cc3)CC2)C1 (stereo unspecified)	-5	4
FC(F)(F)c1cnc(NNC(=S)Nc2ccccc2)c(Cl)c1	-20	10
O=c1nc2ccccc2c2n1CC(CN1CCN(c3ccccc3F)CC1)N2 (stereo unspecified)	3	16
COc1ccc(CCC(=O)NCCS(=O)(=O)N2CCN(c3ccc(F)cc3)CC2)cc1	8	-5
O=c1ccnc(SCCC(F)=C(F)F)[nH]1	11	12
Fc1cc2nc(-c3ccncc3)[nH]c2cc1F	5	-4
O=C(COc1ccccc1F)Nc1nc(-c2ccccn2)cs1	1	1
CCOC(=O)c1nnn(CC(=O)Nc2cc(F)ccc2F)c1C(=O)OCC	0	-1
Cn1cnc(S(=O)(=O)Nc2ccc(OC(F)(F)F)cc2)c1	5	-8
O=C(COC(=O)CC(c1ccccc1)c1ccccc1)Nc1cccc(F)c1	2	-1
CC(NC(=O)c1ccco1)C(=O)N1CCN(c2cccc(C(F)(F)F)c2)CC1 (stereo unspecified)	-7	8
COc1ccc(C(=O)NCC(=O)OCc2ccccc2F)cc1	-7	-4
CCOC(=O)C(C(=O)NCc1ccc(C)cc1)c1ncc(C(F)(F)F)cc1Cl (stereo unspecified)	8	-1
CN1CCN(c2nc(Nc3cccc(C(F)(F)F)c3)nc(N3CCOCC3)n2)CC1	29	13
